# HEK293 cAMP cs: counter-screen for TSHR agonists: cAMP increase in parental HEK293; parental HEK293 CNG cAMP sensor, membrane potential fluorescence; Potency, µM (highest dose often 57.1 µM), inactives show at the highest dose activation, actives largely listed as activators; hit rate 2.5% among 73,000; AID 938; further: potency means the concentration at half of the fitted maximal effect; % of control where 0% means no effect; nearly all actives have a fitted effect of over 55% in size
#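 Parental HEK 293 cells stably expressing a modified CNG channel (no TSHR) report cAMP rise as membrane depolarization. Membrane potential dye with 100 uM RO 20-1724 was loaded for 60 min at room temperature, then compound added for 30 min; fluorescence read at 590 nm.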
# Casp1 inh: allosteric or competitive inhibitors of human caspase-1. Caspase-1 enzyme, Ac-WEHD-AFC fluorogenic rate. AID 900. P29466. Potency, µM (series often up to 57.5 µM), without a hit: at the highest dose activity change, negative = inhibition, most hits filed as inhibitors. hit rate 0.03% among 75,000;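 further: potency means the concentration at half of the fitted maximal effect; plate controls were vehicle for no effect and no substrate for full effect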
# Target sequence (P29466 120-297 limits assumed): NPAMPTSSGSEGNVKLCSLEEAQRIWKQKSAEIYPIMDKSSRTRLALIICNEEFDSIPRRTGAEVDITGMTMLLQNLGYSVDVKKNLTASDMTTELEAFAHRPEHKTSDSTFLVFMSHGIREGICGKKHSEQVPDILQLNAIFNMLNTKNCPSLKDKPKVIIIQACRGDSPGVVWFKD
# Target sequence (P29466 317-404 limits assumed): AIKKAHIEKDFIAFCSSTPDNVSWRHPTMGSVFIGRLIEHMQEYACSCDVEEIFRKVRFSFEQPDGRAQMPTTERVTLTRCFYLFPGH
# Casp7 inh: blocks human caspase-7 allosterically or competitively. hit rate 0.02% among 75,000. recombinant caspase-7, Ac-DEVD-AFC fluorescence rate. P55210. AID 889. Potency, µM (series often up to 57.5 µM), without a hit: top-dose activity change, negative = inhibition, actives largely listed as inhibitors; active means well fitted inhibition curve with a large enough effect in the main read-out, with a control signal flat, not every such curve was filed as active; inconclusive means small, poorly fitted or top-dose-only effect, or a change in a side signal; further: potency means the concentration at half of the fitted maximal effect; % of control where 0% means no effect
# Target sequence (P55210 24-198 limits assumed): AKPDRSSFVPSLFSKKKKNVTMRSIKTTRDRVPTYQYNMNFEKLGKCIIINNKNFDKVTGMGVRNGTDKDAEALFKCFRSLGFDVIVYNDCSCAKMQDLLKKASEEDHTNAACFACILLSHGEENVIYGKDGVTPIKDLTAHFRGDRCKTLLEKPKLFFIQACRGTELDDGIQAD
# Target sequence (P55210 207-303 limits assumed): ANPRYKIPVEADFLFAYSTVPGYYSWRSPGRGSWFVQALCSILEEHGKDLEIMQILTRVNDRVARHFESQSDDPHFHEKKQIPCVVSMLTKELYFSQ
# USP2a inhib: blocks human ubiquitin-specific protease USP2a. USP2a enzymatic assay, qHTS inhibition. Potency, µM (titrated, usually from 38.3 µM), without a hit: at the top dose activity change, negative = inhibition, usual class: inhibitors. hit rate 0.1% among 60,000;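 further: potency means the concentration at half of the fitted maximal effect; nearly all actives have a fitted effect of over 60% in size; plate controls were DMSO for no effect and NEM full inhibition control for full effect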
#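 Coupled readout: USP2-cleaved Ub-PLA2 (20nM final) turns over NBD C6-HPC (20uM final), Ex 460nm/Em 535nm after 2.5 h, time-zero read flagging artifacts. Enzyme (20nM final, pH 8.0 Tris) given 30 min RT with compound first; NEM defines full inhibition.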
# Luciferase inh: firefly luciferase inhibition. Potency, µM (series often up to 57.1 µM), for inactives: at the top dose activity change, negative = inhibition, hits mostly inhibitors. purified firefly luciferase, luminescence, 8 min. hit rate 2.2% among 72,000. P08659; further: potency means the concentration at half of the fitted maximal effect; on the % scale 0 is the no-effect control and ±100 the full control effect; nearly all actives have a fitted effect of over 40% in size
#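 Luminescence read-out after 8 min at room temperature; enzyme reaction used luciferin plus 10 uM ATP (linear range) in imidazole buffer pH 7.2 with KCl, MgCl2, Tween 20 and BSA. Each sample was run as a titration.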
# ERK AVP inh: inhibitors of vasopressin-stimulated ERK signaling pathway; HEK293-V1b, vasopressin-stimulated pERK AlphaScreen; Potency, µM (series often up to 57.5 µM), for the others: at the highest dose activity, negative = inhibition, most hits filed as inhibitors; hit rate 0.99% among 72,000; further: potency means the concentration at half of the fitted maximal effect; on the % scale 0 is the no-effect control and ±100 the full control effect; nearly all actives have a fitted effect of over 55% in size
#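 V1b-HEK293 cells; cpd 30 min 37C; 25 nM vasopressin 5 min; lyse 10 min; AlphaScreen beads 5 hr RT. Normalized to DMSO basal and 25 nM vasopressin; AC50 by Hill fit.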
# A350 autofl: A350 region autofluorescence | hit rate 11% among 59,000 | max dye-equivalent concentration, M | Compound autofluorescence, 340/450 nm, Alexa 350 dye-equivalents; stronger effect = higher value; in the data active means max dye-equivalent concentration above about 10 nM; inconclusive means mostly about 1.1 nM to 9.6 nM
# CRE-bla Fsk: CRE-bla signaling modulation under forskolin stimulation; CHO CRE-bla reporter (cAMP response element driving beta-lactamase), forskolin EC10, beta-lactamase ratio; Potency, µM (series often up to 38.2 µM), for inactives: at the highest dose activity change, negative = inhibition, hits mostly activators; hit rate 2.5% among 71,000; active means well fitted activation curve with a large enough effect in the signal ratio, with a control signal flat, not every such curve was filed as active; inconclusive means small, poorly fitted or top-dose-only effect, or effect the other way, or a change in a side signal; the % refers to the signal ratio; further: potency means the concentration at half of the fitted maximal effect; % of control where 0% means no effect
#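 Forskolin analogue NKH 477 at EC10 stimulated CRE-driven beta-lactamase in CHO cells alongside compound dilution series. Beta-lactamase was measured with CCF4, excitation 405 nm, emission ratio 460/530 nm.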
# BRCT PPI green: inhibitors of human BRCA1 BRCT-phosphoprotein interaction (green fluorophore) | Potency, µM (series often up to 76.9 µM), inactives show at the top dose activity change, negative = inhibition, most hits filed as inhibitors | BRCA1 BRCT-phosphopeptide binding, green fluorescence polarization | hit rate 0.05% among 75,000 | P38398;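 further: potency means the concentration at half of the fitted maximal effect; plate controls were peptide without protein for full effect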
#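 Compounds were incubated for 12 min at room temperature with a complex of 100 nM fluorescein-tagged pBACH1 decapeptide and 250 nM His-tagged BRCT protein. Buffer was phosphate pH 7.3 with EDTA, DTT and Tween 20. Disruption of binding lowers the polarization signal.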
# BRCT inh red: disrupts BRCA1 BRCT binding to phosphoprotein, red fluorophore readout; BRCT-phosphopeptide binding, red fluorescence polarization; Potency, µM (doses to about 76.9 µM), for inactives: at the top dose activity change, negative = inhibition, hits mostly inhibitors; hit rate 0.03% among 75,000; further: on the % scale 0 is the no-effect control and ±100 the full control effect
#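 Fluorescence polarization: 100 nM His-tagged BRCA1 BRCT with 100 nM TAMRA-labelled phospho-BACH1 decapeptide, phosphate buffer pH 7.3 with 150 mM NaCl, DTT, 0.01% Tween 20; 12 min RT. Binding inhibition seen as FP decrease.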
# Tau filament bind: binders of human tau filaments. P10636. recombinant tau filaments, thioflavin S fluorescence, 15 h; filaments grown with octadecylsulfate alongside compound. Potency, µM (top dose mostly 57.1 µM), for the others: at the top dose activity change, negative = inhibition. hit rate 2% among 71,000. AID 596;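 further: potency means the concentration at half of the fitted maximal effect; on the % scale 0 is the no-effect control and ±100 the full control effect; actives lower thioflavin S fluorescence by blocking filaments or displacing dye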
#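 Read-out: ThS fluorescence, 450 nm excitation/510 nm emission; lower signal marks blocked filament formation or displaced dye. Tau at 1 uM with 30 uM ODS, 10 uM ThS, 5 mM DTT, 100 mM NaCl, 10 mM HEPES pH 7.4; 15 h, 37 C.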
# * = called active by the depositor; i = inactive; ? = inconclusive; . = not tested or not shown; [ ] = another dose, or the depositor's remark. Unless noted, the call rests on the fitted dose curve; in most records, active means well fitted curve in the direction sought with a large enough effect; inconclusive means small, poorly fitted or top-dose-only effect, or another doubt; inactive means no such curve, though single readings can be large; an effect the other way counts as inactive or inconclusive. Not a hit list (roughly 16% active in at least one column).
SMILES,HEK293 cAMP cs,Casp1 inh,Casp7 inh,USP2a inhib,Luciferase inh,ERK AVP inh,A350 autofl,CRE-bla Fsk,BRCT PPI green,BRCT inh red,Tau filament bind
O=C(Cc1ccccc1)N1CCC(C(=O)N2CCN(c3ccc(F)cc3)CC2)CC1,8%,-1%,-2%,13%,-1%,6%,.,-7%,-0.9%,0.5%,-4%
COC(=O)c1sc(N)c(C(=O)OC)c1CSc1nnnn1C,0%,6%,-2%,6%,3%,-18%,i,?,-0.9%,-1.4%,-3%
COc1ccc(-n2nnnc2SCC(=O)Nc2ccc3c(c2)OCCO3)c(OC)c1,6%,0%,0%,71%[activator],-2%,3%,i,-3%,1.9%,-0.1%,9%
CC1(C)CC(NC(=O)C(F)(F)F)CC(C)(C)N1OC(=O)c1ccco1,18%,0%,-1%,6%,-1%,-6%,i,-3%,-1.5%,-0.6%,-15%
CCOc1ccccc1N1CC(C(=O)Nc2ccc(C(=O)O)cc2)CC1=O (stereo unspecified),3%,1%,0%,-5%,-7%,10%,i,1%,-2.3%,-0.5%,-3%
O=S(=O)(N1CCCCC1)n1c(Cc2ccccc2)nc2ccccc21,32µM*,-2%,-3%,-25%,0%,19%,i,-8%,-4.1%,-2.0%,2%
Cc1ccc(OCCn2c(=O)cnc3ccccc32)cc1,?,-1%,0%,6%,-3%,-2%,7.8e-08M*,-10%,0.9%,-2.6%,-12%
COCCN(CCOC)c1nc(C)nc2c1nc(-c1ccccc1)n2CC1CCN(C)CC1,23%,-4%,-7%,.,.,-15%,.,12%,-3.4%,0.7%,12%
NC1=C(O)C(=O)[C@H](c2c[nH]c3ccc(OCc4ccccc4)cc23)O1,3%[11.4 µM],4%[11.5 µM],-2%[11.5 µM],.,0%[11.4 µM],-8%[11.5 µM],3.7e-08M*,6%[7.6 µM],-0.6%[15.4 µM],0.9%[15.4 µM],-4%[11.4 µM]
O=[n+]1c2c(n([O-])c3cc(F)ccc31)CCCC2,4%,-5%,-1%,-8%,-2%,20%,i,3%,-5.2%,-1.2%,2%
Cn1c(=O)[nH]c(=O)c2[nH]c(N(Cc3ccccc3)Cc3ccccc3)nc21,-36%[inhibitor],-4%,0%,18%,2%,25µM*,?,?,-3.0%,-1.3%,89%
NC(Cc1c[nH]c2ccccc12)C(=O)O (stereo unspecified),.,-1%,-2%,-11%,.,-17%,.,.,-1.0%[3.08 µM],1.7%,.
COC(=O)c1c(C)cc(OC(=O)c2c(C)cc(O)c(C=O)c2O)c(C)c1O,.,2%,-1%,2%,.,5%,.,.,0.5%[3.08 µM],-1.9%,.
CS(=O)(=O)Nc1ccc(C(=O)NCCSCc2ccco2)cc1,?,-2%,-1%,-3%,-1%,-3%,i,4%,-0.8%,-1.7%,7%
Cc1c(C)c2ccc(OC3CCCCC3=O)cc2oc1=O (stereo unspecified),4%,3%,0%,4%,0%,7%,.,16%,-2.2%,-0.6%,2%
O=C(O)c1c[nH]c2c(ccc3[nH]cc(C(=O)O)c(=O)c32)c1=O,9%[11.4 µM],-2%[11.5 µM],-3%[11.5 µM],.,1%[11.4 µM],-3%[11.5 µM],?,-3%[7.6 µM],0.4%[15.4 µM],0.0%[15.4 µM],0%[11.4 µM]
Cc1cccc(N2C(=O)CC(N(C(=O)c3ccco3)c3cccc(C)c3)C2=O)c1 (stereo unspecified),8%,-2%,-1%,12%,4%,-6%,i,-26%,-1.6%,-0.5%,2%
O=C(c1ccncc1)N1CCC2(CC1)CN(c1ccccn1)C2,7.9µM*,-2%,-2%,-21%,1%[11.4 µM],-20%,i,-7%,-4.5%,-0.5%,-10%
COc1ncc2nc(-c3ccccc3)c(=O)n(Cc3cccs3)c2n1,26%,?,-28%,99%[activator],0%[11.4 µM],7%,i,13µM*,-0.6%,0.1%,?
Fc1cccc(F)c1C(Nc1nncs1)Nc1nncs1,0%[11.4 µM],2%[11.5 µM],0%[11.5 µM],.,3%[11.4 µM],-1%[11.5 µM],i,-6%[7.6 µM],-1.1%[15.4 µM],0.6%[15.4 µM],2%[11.4 µM]
CCN(CC)S(=O)(=O)c1ccc2[nH]c(=O)[nH]c2c1,-2%,0%,-2%,-9%,0%,-11%,i,1%,-3.1%,0.4%,6%
Cc1noc(C)c1S(=O)(=O)N1CCCC(C(=O)Nc2ccc(Cl)cn2)C1 (stereo unspecified),12%,1%,3%,5%,1%,8%,i,-3%,-1.1%,-0.3%,-3%
CCCC1(C(=O)O)NC(c2ccccc2O)C2C(=O)N(c3cccc(Cl)c3)C(=O)C21 (stereo unspecified),-2%,-5%,-1%,.,2%,.,.,-14%,-0.2%,0.5%,-2%
COc1ccccc1CN(Cc1cc2c(C)ccc(C)c2[nH]c1=O)Cc1nnnn1Cc1ccco1,?,-5%,-5%,56%[activator],-1%,?,?,?,0.7%,-0.3%,17%
COCCN(C(=O)CNC(=O)c1cccs1)C(C(=O)NC1CCCCC1)c1ccco1 (stereo unspecified),29%,4%,-2%,-6%,-3%,11%,i,-4%,-3.9%,-0.2%,-5%

# Shown as tab-separated lines: 3 of the compounds above
Molecule	HEK293 cAMP cs	Casp1 inh	Casp7 inh	USP2a inhib	Luciferase inh	ERK AVP inh	A350 autofl	CRE-bla Fsk	BRCT PPI green	BRCT inh red	Tau filament bind
O=C(O)c1c[nH]c2c(ccc3[nH]cc(C(=O)O)c(=O)c32)c1=O	9%[11.4 µM]	-2%[11.5 µM]	-3%[11.5 µM]	.	1%[11.4 µM]	-3%[11.5 µM]	?	-3%[7.6 µM]	0.4%[15.4 µM]	0.0%[15.4 µM]	0%[11.4 µM]
Cc1cccc(N2C(=O)CC(N(C(=O)c3ccco3)c3cccc(C)c3)C2=O)c1 (stereo unspecified)	8%	-2%	-1%	12%	4%	-6%	i	-26%	-1.6%	-0.5%	2%
O=C(c1ccncc1)N1CCC2(CC1)CN(c1ccccn1)C2	7.9µM*	-2%	-2%	-21%	1%[11.4 µM]	-20%	i	-7%	-4.5%	-0.5%	-10%

# Continuation.
SMILES,HEK293 cAMP cs,Casp1 inh,Casp7 inh,USP2a inhib,Luciferase inh,ERK AVP inh,A350 autofl,CRE-bla Fsk,BRCT PPI green,BRCT inh red,Tau filament bind
COc1ccc(C(NC(C)=O)c2ccc3cccnc3c2O)c(OC)c1 (stereo unspecified),-1%,1%,0%,13%,1%,-25%,.,-7%,1.9%,1.2%,-14%
Cc1cc(NS(=O)(=O)c2ccc(NC(=O)CCCC(=O)O)cc2)nc(C)n1,3%,-2%,0%,-1%,1%,14%,.,-5%,-4.9%,1.0%,-8%
COc1ccc(N2CCN(CCNC(=O)CCCn3c(=O)[nH]c4cc(Cl)ccc4c3=O)CC2)cc1,-4%,2%,1%,9%,1%,-20%,i,1%,0.2%,0.5%,-11%
CCOC(=O)CSc1cc(C)nc(N)n1,-2%,0%,1%,-2%,-2%,-1%,i,69%,-4.2%,-2.1%,-2%
CC1CCCCN1C(=O)c1ccc(C(=O)N2CCCCC2C)cc1 (stereo unspecified),14%[11.4 µM],1%,2%,7%[7.66 µM],2%,27%,.,?,1.1%,1.5%,9%[11.4 µM]
CCCc1cc(C(=O)NCC(C)C)no1,0%,-2%,0%,.,0%,-4%,.,-12%,-2.0%,1.6%,9%
COc1ccc(OC)c(S(=O)(=O)N2CCN(C34CC5CC(CC(C5)C3)C4)CC2)c1,8%,-3%,0%,17%,2%,14%,i,-8%,0.9%,0.4%,-1%
CCOC(=O)C1CCCN(C/C(O)=C(\C#N)c2nc(-c3ccc(Cl)cc3)cs2)C1 (stereo unspecified),-3%,-6%,-4%,27%,0%,?,i,-14%,-0.7%,0.1%,-14%
O=C1NC(O)=NC1(c1ccccc1)c1ccccc1,-3%,0%,1%,12%,0%,-10%,i,-6%,-1.6%,1.1%,-4%
CC(C)(C)n1nnnc1C(c1cccs1)N(Cc1cccnc1)CC1CCCO1 (stereo unspecified),?,-1%,0%,-21%,1%,1%,i,0%,0.2%,-1.9%,6%
Cc1ccc2c(c1)N(CCCC(=O)NCC1COc3ccccc3O1)C(=O)CO2 (stereo unspecified),5%,-3%,0%,-9%,3%,4%,i,-2%,-2.3%,-1.6%,2%
CC(C)c1c(O)ccc2c1CCC1[C@@](C)(CO)CCC[C@@]21C (stereo partly specified),.,2%,0%,30%[activator],.,-1%,.,.,5.6%[3.08 µM],1.0%,.
CCOC(=O)C1CCCN(Cc2cc(Br)ccc2OC)C1 (stereo unspecified),?,-1%,1%,1%[7.66 µM],1%,24%,.,?,-0.7%,0.8%,-3%[11.4 µM]
CC(=O)c1cccc(NC(=O)Oc2ccccc2)c1,-13%,-1%,1%,.,.,.,.,.,0.4%,1.8%,.
